PTHR1 ag = agonists of human PTHR1 parathyroid hormone receptor; 0.075% of 410,000 active; Potency, µM (series often up to 115 µM), for inactives: top-dose activation, most hits filed as activators; Q03431; HEK293 GP2 PTHR1 cells, GloSensor cAMP luminescence, 1 h; note: potency is the fitted concentration of half-maximal effect; nearly all actives have a fitted effect of over 55% in size; some results filed as inactive show a strong effect at the top dose; inactives centre near -15; many of its hits are not listed in these tables
Target sequence (Q03431 whole entry, looked up): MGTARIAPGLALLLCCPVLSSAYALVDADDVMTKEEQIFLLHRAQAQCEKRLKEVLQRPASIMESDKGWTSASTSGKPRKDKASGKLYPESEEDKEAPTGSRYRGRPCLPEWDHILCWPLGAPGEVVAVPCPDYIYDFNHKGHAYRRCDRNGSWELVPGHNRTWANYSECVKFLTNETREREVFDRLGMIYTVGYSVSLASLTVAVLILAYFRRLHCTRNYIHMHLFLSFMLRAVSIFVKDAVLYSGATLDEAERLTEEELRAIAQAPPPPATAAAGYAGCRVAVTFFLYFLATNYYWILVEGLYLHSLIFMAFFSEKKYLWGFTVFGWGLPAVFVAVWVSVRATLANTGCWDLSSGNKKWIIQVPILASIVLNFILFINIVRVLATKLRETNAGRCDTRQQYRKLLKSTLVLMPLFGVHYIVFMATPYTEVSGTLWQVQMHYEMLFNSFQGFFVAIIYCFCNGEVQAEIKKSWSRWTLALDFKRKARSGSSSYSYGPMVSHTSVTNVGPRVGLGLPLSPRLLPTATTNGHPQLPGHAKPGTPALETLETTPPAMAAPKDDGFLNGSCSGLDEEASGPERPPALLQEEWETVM
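HEK-293-derived GP2 cells expressing PTHR1 and a GloSensor cAMP reporter, 3,000/well, plated overnight, given luciferin plus IBMX (each 0.5 mM as added) for 1 h at 37 °C, then compound for 1 h at 37 °C. Luminescence was read after 15 min at room temperature.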
TDP43 rescue = TDP-43 toxicity inhibition in yeast; TDP-43 expressing yeast growth rescue, BacTiter-Glo, 24 h; Potency, µM (series often up to 46.1 µM), inactives show top-dose growth rescue (activation), usual class: activators; 1.8% of 410,000 active; AID 652104; note: potency is the fitted concentration of half-maximal effect; % of control where 0% means no effect; nearly all actives have a fitted effect of over 50% in size
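Readout is BacTiter-Glo luminescence of cell growth, so inhibitors register as activators. TDP-43-expressing yeast at OD600=0.02 in galactose medium, after raffinose pregrowth to mid-log, were incubated with compound for 24 hr at 30 deg C.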
aSyn rescue = inhibitors of alpha-synuclein toxicity in yeast; Yeast expressing alpha-synuclein, growth rescue, BacTiter-Glo, 24 h; Potency, µM (titrated, usually from 46.1 µM), for the others: top-dose growth rescue (activation), most hits filed as activators; 0.14% of 370,000 active; note: potency is the fitted concentration of half-maximal effect; % of control where 0% means no effect; nearly all actives have a fitted effect of over 65% in size
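Rescue of yeast growth: cells expressing toxic alpha-synuclein, induced in galactose at OD600 0.02, incubated with compound 24 h at 30 C. ATP luminescence quantified growth; inhibitors of toxicity appear as activators.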
GLP1R inv ag = inverse agonists of human GLP-1 receptor | P43220 | HEK293 GLP-1R CRE-luciferase, luminescence, 24 h; GLP-1R form is constitutively active | Potency, µM (titrated, usually from 38.3 µM), inactives show top-dose activity change, negative = inhibition, actives largely listed as inhibitors | 1.6% of 410,000 active | AID 624417; note: potency is the fitted concentration of half-maximal effect; % is set by controls: 0 for no effect and ±100 for the full control effect; nearly all actives have a fitted effect of over 55% in size
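HEK293 cells stably co-expressing constitutively active GLP-1R and a cAMP-responsive luciferase reporter were seeded in DMEM with 10% Nu serum, given compounds after 12 h, and incubated 24 h at 37 deg C. Luminescence was then read.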
DRD3 agonist = D3 dopamine receptor (human) agonism | max activation, % | D3R DiscoveRx beta-arrestin cells, luminescence, 90 min | AID 652048 | 0.58% of 410,000 active; in the data active = max activation above about 30%; note: 0% is about no effect; mostly tested at two doses, the higher about 12 µM
Target sequence (P35462 whole entry, looked up): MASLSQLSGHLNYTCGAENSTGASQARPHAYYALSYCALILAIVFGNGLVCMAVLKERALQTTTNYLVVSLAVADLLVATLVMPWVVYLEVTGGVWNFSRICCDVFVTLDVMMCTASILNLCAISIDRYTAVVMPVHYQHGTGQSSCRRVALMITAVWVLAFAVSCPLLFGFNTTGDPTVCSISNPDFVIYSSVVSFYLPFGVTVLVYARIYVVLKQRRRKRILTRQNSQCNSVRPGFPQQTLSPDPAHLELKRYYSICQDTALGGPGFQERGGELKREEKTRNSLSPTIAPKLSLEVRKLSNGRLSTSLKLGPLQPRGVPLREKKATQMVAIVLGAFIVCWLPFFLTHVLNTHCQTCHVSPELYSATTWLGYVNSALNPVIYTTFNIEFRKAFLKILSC
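Cells at 1500/well, incubated overnight, then treated with pinned compounds (dopamine as control) for 90 min at 37 degrees C. DiscoveRx reagent added for 30 - 60 minutes at room temperature; luminescence read.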
GLP-1R agonist = agonists of human GLP-1 receptor; P43220; HEK293 GLP-1R CRE-luciferase, luminescence, 4-6 h; cells express a hypersensitive GLP-1R form; Potency, µM (titrated, usually from 45.6 µM), inactives show at the top dose activation, usual class: activators; 0.007% of 380,000 active; AID 624172; note: potency is the fitted concentration of half-maximal effect; % of control where 0% means no effect
GLP1R cytotox = cytotoxicity in counter-screen for GLP-1R inverse agonists | HEK293 cAMP-luciferase reporter cells, luminescence, 24 h | Potency, µM (top dose mostly 38.3 µM), without a hit: top-dose activity change, negative = inhibition, usual class: inhibitors | 0.13% of 410,000 active;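 note: loss of luciferase light is scored as toxicity; potency is the fitted concentration of half-maximal effect; % is set by controls: 0 for no effect and ±100 for the full control effect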
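Cells in DMEM/10% Nu serum/1% pen-strep, 1536-well format. Pre-incubated 12 h, dosed with 23 nL compound, incubated a further 24 h. Luciferase detection, 12 min at room temp, luminescence.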
D3 antag = antagonists of human D3 dopamine receptor. P35462. D3R cells, DiscoveRx beta-arrestin luminescence, antagonist mode; active compounds read low. max response, negative = inhibition, %. 2.5% of 360,000 active; in the data active = max response below about -50%; inconclusive = no clear call, values can overlap the other calls; note: % is set by controls: 0 for no effect and ±100 for the full control effect; mostly tested at two doses, the higher about 12 µM
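Cells plated overnight at 1500 cells/well, then exposed to library compounds with dopamine controls for 90 minutes at 37 degrees C. DiscoveRx reagent added for 30–60 minutes at room temperature; luminescence read, quantitative HTS format.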
KB-V1 MDR tox = kills drug-selected multidrug resistant KB-V1 cells; KB-V1 MDR cells viability, CellTiter-Glo, 72 h; Potency, µM (doses to about 46.1 µM), inactives show at the top dose activity change, negative = cytotoxicity, most hits filed as cytotoxic; 3.4% of 400,000 active; note: potency is the fitted concentration of half-maximal effect; % is set by controls: 0 for no effect and ±100 for the full control effect; nearly all actives have a fitted effect of over 60% in size
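Drug-selected KB-V1 cells, grown in DMEM lacking phenol red with 10% FBS, receive compound titrations; after three days at 37 degrees C, surviving cell ATP is quantified by CellTiter-Glo luminescence and responses normalized and curve-fitted.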
Active calls of the source: *; i = inactive; ? = inconclusive; nt = not tested or not shown; [ ] = dose if it differs, or a comment. Unless noted, calls come from the whole dose curve; as a rule, active = well fitted curve in the direction sought with a large enough effect; inconclusive = small, poorly fitted or top-dose-only effect, or another doubt; inactive = no such curve, though single readings can be large; an effect the other way counts as inactive or inconclusive. Some of the compounds tested; count on the stated rates, not on these rows.

SMILES	PTHR1 ag	TDP43 rescue	aSyn rescue	GLP1R inv ag	DRD3 agonist	GLP-1R agonist	GLP1R cytotox	D3 antag	KB-V1 MDR tox
NS(=O)(=O)c1ccc(NS(=O)(=O)c2ccc(NC(=S)Nc3ccccc3)cc2)cc1	-5%	17%	1%	28%	3	0%	0%	-7	0%
Cc1ccc(S(=O)(=O)N(C)CC(=O)N2CC(C)OC(C)C2)cc1 (stereo unspecified)	i	1%	1%	9%	1	1%	-13%	16	18%
COc1ccccc1CNC(=O)C(Cc1ccccc1)NS(=O)(=O)c1ccc2c(c1)oc(=O)n2C (stereo unspecified)	i	16%	nt	19%	4	nt	0%	nt	-7%
CCN(CC(=O)NCc1ccc(Cl)cc1)C(=O)CSc1ccccc1	?	18%	2%	?	5	1%	12%	1	-21%
O=C(Nc1cccc(C(F)(F)F)c1)C1Cc2c(-c3ccccc3)ccnc2O1 (stereo unspecified)	-52%[inhibitor]	35µM*	?	?	-20	13%	3%	-20	-11%
Brc1ccc(-c2ncc(-c3ccccc3)cn2)cc1	-8%[57.5 µM]	-7%	1%	30%	3	-19%	2%	?	-1%
CC(NC(=O)c1ccc(NC(=O)CC2SC(N3CCCC3)=NC2=O)cc1)c1ccccc1 (stereo unspecified)	i	7%	-3%	8%	0	1%	0%	16	0%
Cc1cc(C)c(S(=O)(=O)Nc2cnc3ccccc3c2)c(C)c1	i	0%	26%	?	-3	9%	-10%	-19	15µM*
O=C(O)/C(=C\c1ccc(Br)cc1)NC(=O)c1cccs1	10%	-34%[inhibitor]	-10%	1%	-6	9%	-1%	-4	-16%
Cn1ccnc1SCC(=O)NC1CCCCC1	-1%[57.5 µM]	4%	-9%	9%	-2	-10%	1%	-8	30%
Cn1ncc2c(Nc3cccc(C(=O)O)c3)ncnc21	-44%[inhibitor][57.5 µM]	-11%	-10%	10%	-3	15%	5%	-28	7%
Cc1cccn2c(=O)c3cc(C(=O)NC(C)c4ccccc4)c(=N)n(CCOCCO)c3nc12 (stereo unspecified)	-17%	7%	nt	12%	-7	0%	54%[activator]	nt	5%
O=C(COC(=O)/C=C/c1ccco1)NCc1ccco1	-19%	3%	6%	-1%	2	-2%	5%	20	14%
Cc1cccc(NS(=O)(=O)c2cccc(C(=O)N3CCN(S(=O)(=O)c4ccccc4)CC3)c2)c1	-13%	1%	1%	-15%	-4	-18%	0%	9	?
CCN1CCN(CC(=O)Nc2ccc(C)cc2C)C(=O)C1=O	i	20%	3%	-2%	1	-5%	1%	1	?
COc1cccc(C(O)c2ncc(-c3cccc(F)c3)[nH]2)c1 (stereo unspecified)	3%	17%	3%	-29%	-2	3%	0%	8	2%
COC(=O)c1cc(S(=O)(=O)N2CCN(c3ccc(OC)cc3)CC2)c[nH]1	-18%	0%	nt	7%	11	nt	0%	nt	nt
Cc1ccc(S(=O)(=O)NCCc2nnc3ccc(SCc4ccc(F)cc4)nn23)cc1	-11%	-2%	nt	-24%	-1	nt	5%	nt	-6%
CCCCC(=O)Nc1ccc(NC(=O)C2CC2)nc1	i	21%	-2%	2%	0	-7%	-17%	19	11%
CC(=O)c1cccc(NS(=O)(=O)c2c(C)noc2C)c1	-22%	1%	-1%	-4%	-1	0%	-9%	12	0%
O=C(Nc1ccc(F)cc1)C(=O)C1C(=O)Nc2ccccc21 (stereo unspecified)	i	-44%[inhibitor]	10%	-3%	6	-5%	3%	2	3%
Cc1ccc(S(=O)(=O)N2CCN(C(=O)CCCOc3cccc(C)c3)CC2)cc1	-27%	21%	0%	3%	-5	2%	-4%	-4	-36%
Cc1ccc(Cn2c(CNC(=O)c3cccc(C)c3)nc3ccccc32)cc1	i	23%	nt	?	-19	nt	-11%	nt	1%
COc1ccc(CCCc2nnc(SCC(=O)Nc3ccccc3F)o2)cc1C	-13%	9%	nt	2%	-14	nt	6%	nt	0%
O=C(CN(Cc1ccc(F)cc1)C(=O)c1ccco1)NCc1ccc(F)cc1	-5%[57.5 µM]	-12%	7%	?	0	-9%	-20%	-7	?
COc1ccccc1NS(=O)(=O)c1ccc(C)c(NC(=O)NC2CCCCC2)c1	-41%[inhibitor]	-8%	0%	11µM*	-11	5%	-8%	10	-34%
Nc1cc([N+](=O)[O-])ccc1OCc1ccccc1	-32%[inhibitor]	?	1%	8%	-1	5%	-18%	-10	?
O=C(CSc1nnc(-c2ccco2)n1Cc1ccco1)Nc1ccccc1	i	12%	-3%	-23%	1	3%	0%	16	0%
CCN1CCc2c(sc(NC(=O)c3ccc(S(=O)(=O)N4CCCC(C)C4)cc3)c2C(=O)OC)C1 (stereo unspecified)	i	2%	19%	?	-16	22%	-1%	nt	26%
Cn1c(/C=C/c2cccc([N+](=O)[O-])c2)c([N+](=O)[O-])c(=O)n(C)c1=O	-39%	-2%	3%	?	-10	-11%	?	?	?
O=C(CN1CCN(c2ccccn2)CC1)Nc1ccc(F)c(F)c1	i	-10%	-1%	-16%	22	15%	0%	18	-4%
O=C(OCc1cn([C@@H]2C[C@H](c3ccc(Cl)cc3)N(C(=O)C3CCCCC3)C[C@H]2O)nn1)c1ccccc1	-20%	20%	5%	?	12	2%	11%	-4	0%
Cc1cc(C)cc(NC(=O)CSc2nnc(CN3CCOCC3)n2C)c1	i	-13%	-3%	0%	-1	-1%	0%	-14	-7%
O=C(CN1CCC(n2nnc3cc(F)ccc32)CC1)Nc1ccc2c(c1)CCC2	-17%	24%	-5%	?	-11	9%	-7%	-76*	?
CC(=O)Nc1ccc(S(=O)(=O)NCC(=O)OCC(=O)N2CCCCCC2)cc1	i	11%	-3%	-4%	5	0%	-17%	2	0%
Cc1ccc(NC(=O)CC(C)N2CCCC2)cc1 (stereo unspecified)	i	-4%	0%	-13%	2	-6%	-7%	2	10%
CCOC(=O)CSc1nc2sc3c(c2c(=O)n1Cc1ccccc1)CC(C(C)C)OC3 (stereo unspecified)	-11%	6%	-5%	-2%	-2	2%	0%	nt	-1%
CCOC(=O)N1CCN(Cc2nc3cc(NC(=O)CC(C)C)ccc3n2CC)CC1	-13%	-7%	0%	-30%	-2	-8%	-11%	-21	0%
O=C(c1ccc(C(F)(F)F)cc1)N1CCC(=O)N(C(CO)Cc2ccccc2)CC1 (stereo unspecified)	-6%	3%	-3%	14%	-10	8%	-23%	-3	-10%
O=C(COc1ccc(C2SCCS2)cc1)Nc1ccc(Cl)cc1	-3%	-8%	11%	1%	7	7%	4%	-5	0%

6 entries from above, with values under each structure:
Every second line gives: PTHR1 ag | TDP43 rescue | aSyn rescue | GLP1R inv ag | DRD3 agonist | GLP-1R agonist | GLP1R cytotox | D3 antag | KB-V1 MDR tox
Cc1ccc(Cn2c(CNC(=O)c3cccc(C)c3)nc3ccccc32)cc1
→ i | 23% | nt | ? | -19 | nt | -11% | nt | 1%
COc1ccc(CCCc2nnc(SCC(=O)Nc3ccccc3F)o2)cc1C
→ -13% | 9% | nt | 2% | -14 | nt | 6% | nt | 0%
O=C(CN(Cc1ccc(F)cc1)C(=O)c1ccco1)NCc1ccc(F)cc1
→ -5%[57.5 µM] | -12% | 7% | ? | 0 | -9% | -20% | -7 | ?
COc1ccccc1NS(=O)(=O)c1ccc(C)c(NC(=O)NC2CCCCC2)c1
→ -41%[inhibitor] | -8% | 0% | 11µM* | -11 | 5% | -8% | 10 | -34%
Nc1cc([N+](=O)[O-])ccc1OCc1ccccc1
→ -32%[inhibitor] | ? | 1% | 8% | -1 | 5% | -18% | -10 | ?
O=C(CSc1nnc(-c2ccco2)n1Cc1ccco1)Nc1ccccc1
→ i | 12% | -3% | -23% | 1 | 3% | 0% | 16 | 0%

(next part)
SMILES	PTHR1 ag	TDP43 rescue	aSyn rescue	GLP1R inv ag	DRD3 agonist	GLP-1R agonist	GLP1R cytotox	D3 antag	KB-V1 MDR tox
Cc1ccsc1C(=O)N1CCCC(CCC(=O)NCc2ccc(F)c(F)c2)C1 (stereo unspecified)	-20%	14%	-1%	5%	1	6%	7%	19	?
CCOC(=O)C1=C(N)OC2=C(C(=O)CCC2)C1c1ccccc1OC (stereo unspecified)	-11%	4%	-3%	22%	3	-3%	1%	8	12%
Cc1nc2cc(NC(=O)Nc3ccc(N4CCOCC4)cc3)ccc2n1C	-9%[57.5 µM]	-15%	-1%	10%	-1	-8%	9%	-18	-4%
O=C(Nc1ncn[nH]1)c1ccc(Cl)c(Cl)c1	i	1%	-1%	26%	-7	-11%	2%	22	-2%
CCCCN(C(=O)CC1CCCC1)c1c(N)n(CCC)c(=O)[nH]c1=O	-1%	2%	-7%	19%	1	-2%	0%	11	-8%
CCOC(=O)c1nc(Nc2ccc(C)cc2)c2ccccc2n1	-5%[57.5 µM]	8%	-9%	-9%	-6	8%	-20%	18	?
CC(=O)N1CCN(CC(=O)Nc2cccc(S(=O)(=O)N3CCCCC3)c2)CC1	i	-7%	9%	9%	-4	13%	-23%	5	0%
CCCNC(=O)c1onc(CSc2ccc(F)cc2)c1C(=O)NCCOC	-16%	30%	-1%	10%	6	7%	-18%	-8	-5%

Single entries from the list:
D3 antag with CCCNC(=O)c1onc(CSc2ccc(F)cc2)c1C(=O)NCCOC stands at -8
GLP-1R agonist with Cc1nc2cc(NC(=O)Nc3ccc(N4CCOCC4)cc3)ccc2n1C stands at -8%

From PubChem
